KLF5 inhibitor = kruppel-like factor 5 inhibition | inhibition, % at 5 µM | 0.23% of 290,000 active | DLD-1 KLF5 promoter-luciferase reporter, luminescence;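 active means inhibition above a per-plate limit of that plate's mean compound inhibition plus 3 SD, cut at about 60% in these data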;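 further: 0% = DMSO wells and 100% = LY294002 at 200 µM; higher means less KLF5 promoter-driven luciferase light; inactives centre near -14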
PolyA inh = blocks polyadenylation in yeast reporter cells. S. cerevisiae SKY197-pL101 polyadenylation reporter, beta-gal luminescence; efflux-impaired pdr1/pdr3 knockout yeast; score 100 = 6 SD above DMSO. calls only at 12 µM. 0.02% of 300,000 active. AID 1875;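 active means lowest replicate activity score at least 50, where 100 means six control SD above control mean; inconclusive means lowest score under 50 but half or more replicates reach 50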;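 further: yeast exposed to compound for 9 h at 30 °C; higher score means more reporter readthrough which indicates perturbed polyadenylation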
GSK3beta inhib = human GSK3beta kinase inhibition; P49841; 0.038% of 300,000 active; activity score (negative = inhibition), % at 10 µM; GST-GSK3beta kinase, ADP-Glo luminescence, 60 min; stronger effect = lower value;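 active means more than half of replicate wells score below -50%, meaning over 50% inhibition versus plate controls; inconclusive means some replicates but at most half score below -50%; inactive means no replicate scores below -50%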;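 further: 0% = median DMSO wells and -100% = median GW8510 positive control wells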
Target sequence (P49841 whole entry, looked up): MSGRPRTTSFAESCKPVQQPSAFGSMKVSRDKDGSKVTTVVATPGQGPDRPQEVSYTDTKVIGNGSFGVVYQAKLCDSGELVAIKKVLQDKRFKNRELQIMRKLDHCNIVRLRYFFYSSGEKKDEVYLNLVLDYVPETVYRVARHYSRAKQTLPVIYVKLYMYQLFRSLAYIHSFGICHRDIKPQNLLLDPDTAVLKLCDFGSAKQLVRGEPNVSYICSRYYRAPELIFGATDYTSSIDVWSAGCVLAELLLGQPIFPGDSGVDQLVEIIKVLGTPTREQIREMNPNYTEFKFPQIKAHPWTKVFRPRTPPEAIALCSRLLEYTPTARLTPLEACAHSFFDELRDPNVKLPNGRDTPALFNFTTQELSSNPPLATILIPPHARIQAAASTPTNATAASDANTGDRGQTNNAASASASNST
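Test system: GST-fused GSK3beta enzyme, cell-free | Quantity: 1.6 ng GST-GSK3beta enzyme per well | Reagent: 25 µM ATP with peptide substrate | Schedule: 60 min enzyme reaction, room temperature | Signal: Luminescent ADP-Glo measurement of ADP formed | Read-out basis: Score relative to plate controls | Control set: DMSO and 20 µM GW8510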
GSK3A inh = human GSK-3 alpha kinase inhibition; ADP-Glo luminescence, 60 min; P49840; AID 2650; 0.1% of 320,000 active; inhibition, % at 10 µM;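 in the data active means inhibition above about 50%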;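 further: GST-tagged GSK-3 alpha with peptide substrate and 25 µM ATP; 0% = DMSO neutral wells and 100% = GW8510 positive control wells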
Target sequence (P49840 whole entry, looked up): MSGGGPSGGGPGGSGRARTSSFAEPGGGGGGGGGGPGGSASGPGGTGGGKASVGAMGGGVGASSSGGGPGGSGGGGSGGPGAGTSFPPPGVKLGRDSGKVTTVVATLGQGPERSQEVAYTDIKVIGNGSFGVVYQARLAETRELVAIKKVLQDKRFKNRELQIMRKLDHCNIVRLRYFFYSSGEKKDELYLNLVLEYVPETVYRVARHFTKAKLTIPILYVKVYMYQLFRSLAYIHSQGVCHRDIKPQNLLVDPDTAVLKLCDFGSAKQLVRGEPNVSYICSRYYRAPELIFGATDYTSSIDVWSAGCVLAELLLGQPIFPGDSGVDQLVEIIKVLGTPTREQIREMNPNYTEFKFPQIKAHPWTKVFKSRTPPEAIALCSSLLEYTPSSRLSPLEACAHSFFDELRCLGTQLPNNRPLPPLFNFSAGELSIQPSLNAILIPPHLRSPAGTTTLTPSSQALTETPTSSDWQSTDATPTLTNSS
IEC-6 tox = counter-screen for KLF5 inhibitors: cytotoxicity in IEC-6 cells. IEC-6 cytotoxicity, luminescence viability. inhibition, % at 5 µM. 0.78% of 290,000 active. AID 1825; in the data active means inhibition above about 22%;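 further: 0% = plate median of test compound wells and 100% = cytotoxic reference compound wells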
HSF1 activator = increases HSF-1 driven luciferase reporter signal. NIH3T3-HGL HSF-1 luciferase reporter, MG132, 8 h; 100% = twice DMSO control signal. activation, % at 9 µM. 1.7% of 300,000 active;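 active means mean replicate activation of at least 50% with a set share of replicates each reaching 50%; inconclusive means only one of those two conditions met; inactive means mean below 50% and too few replicates reaching it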;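 further: 0% = median of the neutral control wells and 100% = twice that signal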
HSF1 inhib = HSF1 inhibition; NIH3T3-HGL HSE-luciferase, MG132-induced, luminescence 8 h; stronger effect = lower value; activity change, negative = inhibition, % at 7.5 µM (by protocol); 0.77% of 300,000 active;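 active means more than half of replicate wells show activity change below -50%, luminescence cut by over half; inconclusive means some wells, but at most half, below -50%; inactive means no replicate well below -50%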;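 further: luciferase reports HSF-1 transcriptional activity via heat shock element; 0% = median of DMSO wells and -100% = zero luminescence signal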
HSP90 refold inh = inhibitors of HSP90 luciferase refolding in rabbit reticulocyte lysate; luciferase refolding luminescence, 3 h; inhibition, % at 5.6 µM; 0.91% of 290,000 active; AID 1789;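 active means inhibition above the screen-wide mean plus 3 SD, computed separately per campaign, cut at about 16% in these data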;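 further: 0% = DMSO wells and 100% = 60 µM geldanamycin wells; inhibitors lower the luminescence because luciferase stays unfolded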
aSyn 5UTR inh = 5' untranslated region of α-synuclein, MLPCN primary screen; inhibition, % (tested at 7.5 µM); alpha-synuclein 5'UTR reporter, inhibitor activity; 0.82% of 300,000 active; in the data active means inhibition above about 60%; inconclusive means no clear call, values can overlap the other calls;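 further: H4 neuroglioblastoma cells stably carrying SNCA 5'UTR luciferase fusion; 0% = DMSO wells and 100% = positive control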
AI-2 QS mod = modulators of Vibrio harveyi AI-2 quorum sensing system; Vibrio harveyi JMH597 AI-2 luminescence/OD600 ratio, 9 h; stronger effect = lower value; strain lacks LuxN and CqsS sensors; 0 = neutral-control median; activity change, % at 7.5 µM; 0.4% of 300,000 active; AID 2094; in the data active means activity change below about -75%, passing the limit was not always enough; inconclusive means no clear call, values can overlap the other calls;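 further: luminescence divided by OD600 gain over 9 h not by final OD600 alone; inactives centre near 13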
The depositor's hits bear a star; i = inactive; u = inconclusive; x = no result given. Not all compounds are listed; the hit share may differ from the screen's.

SMILES	KLF5 inhibitor	PolyA inh	GSK3beta inhib	GSK3A inh	IEC-6 tox	HSF1 activator	HSF1 inhib	HSP90 refold inh	aSyn 5UTR inh	AI-2 QS mod
O=C(c1cccc(OC2CCN(C3CCCC3)CC2)c1)N1CCCCCCC1	-27	i	1	-1	4	-9	2	6	17	1
COc1ccccc1C(CC(=O)N1CCCC1)c1ccc2c(c1)OCO2 (stereo unspecified)	-7	i	-2	4	-2	x	x	1	-7	1
Nc1cc(=O)[nH]c(SCC(=O)Nc2ncc(C(F)(F)F)cc2Cl)n1	-25	i	-2	-2	-12	x	x	-1	18	6
CC(=O)Nc1ccc(N2C(=O)c3cccc(NC(C)=O)c3C2=O)cc1	-16	i	-4	-1	0	3	-4	0	4	15
Cc1cccc2c1[nH]c1nc(N/N=C\c3ccco3)nnc12	-42	i	0	2	-8	47	-3	0	-34	6
O=C(CC(=O)NCc1ccccc1)NCc1ccccc1	-38	i	2	0	3	-3	-6	0	-14	14
Cc1cc(C)nc(Nc2n[nH]c(-c3ccc(C(C)(C)C)cc3)n2)n1	-25	i	0	1	-4	6	-12	0	-129	33
Cc1sc2nc(SCC(N)=O)n(-c3ccccc3)c(=O)c2c1C	-3	i	3	-1	-2	-12	1	1	3	31
COc1cc(S(=O)(=O)N2CCN(C)CC2)c(OC)cc1Br	-41	i	0	-3	-1	1	-2	2	-21	19
Cc1ccc(C)c(OCCC(=O)OCC(=O)N2CCN(S(=O)(=O)c3ccc(Cl)cc3)CC2)c1	x	i	-5	0	x	-1	u	x	7	30
Cc1ccc(S(=O)(=O)N2CCC(C(=O)O)CC2)cc1C(=O)O	-17	i	x	-2	-10	36	3	3	9	x
C1CCN(c2nc(N3CCCCC3)nc(N3CCNCC3)n2)CC1	-15	i	-1	5	11	-4	1	1	-25	20
CCC(=O)Oc1ccc2c(c1)OC1(OC(C)=O)OC(C)CC1=C2C (stereo unspecified)	-24	i	-7	8	3	7	3	0	0	40
CCCc1cc(=O)n2[nH]c(NCc3ccccc3Cl)nc2n1	-6	x	3	-4	-10	-47	-39	0	3	23
COc1cc(C(=O)N(C)c2nnc(-c3cccnc3)s2)cc(OC)c1OC	-2	i	-1	x	7	-4	3	0	4	12
CCOC(=O)Cc1csc(NC(=O)C(C)c2ccc([N+](=O)[O-])cc2)n1 (stereo unspecified)	-15	i	-2	2	-1	43	26	0	12	29
Cc1nc2ccccc2cc1C(=O)N/N=C/c1ccc([N+](=O)[O-])cc1	3	i	0	-6	-5	11	15	1	33	12
Cc1ccc(-c2c3c(=O)n(C)c(=O)n(C)c3cn2Cc2ccccn2)cc1	-27	i	0	1	-4	8	1	0	11	3
CCOC(=O)CC(=O)c1sc2c(c1N)c(=O)[nH]c(=O)n2-c1ccc(OC)cc1	-18	i	-3	6	6	6	-8	11	0	12
CCOC(=O)c1nonc1NC(C)=O	-1	i	1	0	-4	0	3	5	1	8
Cc1cc(SCC(=O)OCC(=O)NCc2ccc3c(c2)OCO3)c(C)cc1Br	-10	i	-4	0	-2	-6	-2	2	2	5
Cc1ccc(NC(=O)CN(C)CCOc2ccccc2)c([N+](=O)[O-])c1	-5	i	x	-1	-8	-1	4	3	-15	x
CC(=O)c1ccc(OC(C)C)c(CN2CCCCC2)c1	-28	x	0	0	-1	14	-2	-2	21	17
COc1ccc(/C=C/C(=O)NCC(=O)N/N=C/c2cccs2)cc1	-16	i	-1	-1	2	4	6	0	-11	9
CCOc1ccc(NC(=O)CS(=O)CC(=O)NC2CCCc3ccccc32)cc1 (stereo unspecified)	-27	i	-8	-1	-2	-7	-5	1	1	9

In the list so far, 3 have a thiophene ring, fused or not.
SMILES	KLF5 inhibitor	PolyA inh	GSK3beta inhib	GSK3A inh	IEC-6 tox	HSF1 activator	HSF1 inhib	HSP90 refold inh	aSyn 5UTR inh	AI-2 QS mod
Cc1sc2nc(SCC(N)=O)n(-c3ccccc3)c(=O)c2c1C	-3	i	3	-1	-2	-12	1	1	3	31
CCOC(=O)CC(=O)c1sc2c(c1N)c(=O)[nH]c(=O)n2-c1ccc(OC)cc1	-18	i	-3	6	6	6	-8	11	0	12
COc1ccc(/C=C/C(=O)NCC(=O)N/N=C/c2cccs2)cc1	-16	i	-1	-1	2	4	6	0	-11	9

Rewritten with each value named: entries from further up.
COc1ccc(/C=C/C(=O)NCC(=O)N/N=C/c2cccs2)cc1
  KLF5 inhibitor: -16 | PolyA inh: i | GSK3beta inhib: -1 | GSK3A inh: -1 | IEC-6 tox: 2 | HSF1 activator: 4 | HSF1 inhib: 6 | HSP90 refold inh: 0 | aSyn 5UTR inh: -11 | AI-2 QS mod: 9
Cc1sc2nc(SCC(N)=O)n(-c3ccccc3)c(=O)c2c1C
  KLF5 inhibitor: -3 | PolyA inh: i | GSK3beta inhib: 3 | GSK3A inh: -1 | IEC-6 tox: -2 | HSF1 activator: -12 | HSF1 inhib: 1 | HSP90 refold inh: 1 | aSyn 5UTR inh: 3 | AI-2 QS mod: 31

Following part
SMILES	KLF5 inhibitor	PolyA inh	GSK3beta inhib	GSK3A inh	IEC-6 tox	HSF1 activator	HSF1 inhib	HSP90 refold inh	aSyn 5UTR inh	AI-2 QS mod
CCCCCCCCCS(=O)(=O)N/N=C/c1cccc([N+](=O)[O-])c1	-23	i	7	-1	0	23	3	1	15	32
Cc1ccc(C2C(C#N)=C(N)Oc3nc(-c4ccccc4)[nH]c32)o1 (stereo unspecified)	-17	x	1	34	-2	9	7	0	4	39
O=C(Nc1cc(S(=O)(=O)N2CCOCC2)ccc1Oc1ccc(F)cc1)C1=COCCO1	x	i	-1	0	x	-6	3	x	15	-10
Cc1ccc(N=C2CCCCCN2C)c(C#N)c1	0	i	0	-2	8	3	1	2	-21	19
CC(C)NC(=O)CN(Cc1ccc(F)cc1)C(=O)CCC(=O)Nc1ccccn1	-6	i	-3	-1	0	27	-5	-1	23	7
CCCCC1=NN(C(=O)c2ccco2)C(O)(C(F)(F)F)C1 (stereo unspecified)	7	i	8	-1	3	-10	-8	-1	-1	16
CC(C)(C)C(=O)NCCCc1nc2ccccc2n1CCCOc1ccc(Cl)cc1	1	i	0	-3	-4	30	18	0	18	30
CCOc1nc(Nc2ccccc2)nc(OCC)n1	-54	i	-1	-4	6	-4	2	-2	21	18
CCOc1ccc(N(CC)C(=O)c2nn(-c3ccc(OC)cc3)c(=O)c3c2c2ccccc2n3C)cc1	-4	i	-3	-2	8	9	2	1	34	4
Cc1ccc(C)n1-c1sc2c(c1C#N)CCC(C)C2 (stereo unspecified)	-7	i	-1	0	4	20	2	4	-28	-2
O=C(NCc1ccncc1)C12CC3CC(CC(Cl)(C3)C1)C2	-14	i	0	-1	0	-6	-4	0	-4	12
CCCNC(=O)OC[C@H]1O[C@H](CCO/N=C/c2ccc(C(=O)N3[C@H](c4ccc(C)cc4)[C@@H](C)CC[C@H]3C(=O)OC)cc2)C=C[C@@H]1Oc1ccc(OC)cc1	-1	i	2	-4	-8	x	-7	1	16	11
CSc1ccccc1C(=O)Nc1ncc(C)s1	-43	i	-1	0	0	12	13	5	-63	12
Nc1nc(SCC(=O)NCc2ccc(F)cc2)[nH]c(=O)c1NC(=O)c1ccc(Cl)cc1	-1	i	2	-1	-1	-11	-1	-1	34	4
Cn1c(=O)[nH]c(=O)c2cc(C(=O)c3cc(F)ccc3O)cnc21	4	i	5	1	1	12	-2	2	-6	4
COc1cc(C(=O)NNC2=NC(C)(C)Cc3cc(C)c(C)cc32)cc(OC)c1OC	-11	i	1	6	5	6	5	0	-10	23
O=C(N=C1SC2CS(=O)(=O)CC2N1c1ccc(F)c(Cl)c1)C1CC1 (stereo unspecified)	-7	i	6	-1	-9	19	9	-4	13	34
NS(=O)(=O)c1ccc(N/N=C/c2ccc[nH]2)c([N+](=O)[O-])c1	-34	i	-2	0	-4	5	-2	4	-8	27
COc1ccc2c(c1OC)C(=O)OC2Nc1nc(-c2cc3cc(Br)ccc3oc2=O)cs1 (stereo unspecified)	-153	i	0	1	-2	24	15	1	-221	10
O=C(CN1C(=O)COc2ccc(Cl)cc21)Nc1ccc2c(c1)OCCO2	16	i	2	-2	-7	4	1	-2	-15	5
Cc1ccccc1-c1nc2sc3c(c2c(=O)o1)CCC3	-12	i	2	0	-4	10	-1	1	17	7
COc1ccc(N2CCN(CC(O)COc3ccccc3[N+](=O)[O-])CC2)cc1 (stereo unspecified)	10	i	1	1	-2	25	10	15	-6	15
O=C(c1nc2ccccc2s1)N1CCN(c2ccccn2)CC1	-26	x	x	2	-2	x	x	-2	x	x
CCC(=O)c1ccc(OCC(=O)O)cc1	-31	i	2	x	-1	1	-2	-1	8	3
Cc1ccc(NC(=O)C2CCN(S(=O)(=O)c3ccc4c(c3)OCCCO4)CC2)nc1	x	i	-1	-2	x	-16	-11	x	19	16
SMILES	KLF5 inhibitor	PolyA inh	GSK3beta inhib	GSK3A inh	IEC-6 tox	HSF1 activator	HSF1 inhib	HSP90 refold inh	aSyn 5UTR inh	AI-2 QS mod
COc1cccc(NC(=O)c2c(C)nn(-c3ccccc3)c2Cl)c1	-78	i	-1	2	11	29	16	-2	-137	-23
COc1ccc(S(=O)(=O)Oc2cccc(/C=N/N=C3/NC(=O)C(CC(=O)O)S3)c2)cc1 (stereo unspecified)	-36	i	5	-1	2	-16	-6	-4	-24	56
COc1ccc(NCc2nc3ccccc3n2C)cc1	-171	i	-4	5	-1	37	15	2	-129	25
Cc1ccc(Oc2coc3cc(O)ccc3c2=O)cc1	-78	i	-3	0	0	3	1	3	-32	-94*
O=[N+]([O-])c1ccc(/C=N/Nc2nc3ccccc3o2)cc1	-158	i	2	-2	-2	32	9	7	-186	21
CCC(=O)Nc1cc(C(=O)NCC2CCCN2CC)c(OC)cc1N(C)C (stereo unspecified)	-6	i	2	-1	-1	-7	-8	0	-10	21

Looked up by compound from the entries so far (4):
SMILES	KLF5 inhibitor	PolyA inh	GSK3beta inhib	GSK3A inh	IEC-6 tox	HSF1 activator	HSF1 inhib	HSP90 refold inh	aSyn 5UTR inh	AI-2 QS mod
COc1cccc(NC(=O)c2c(C)nn(-c3ccccc3)c2Cl)c1	-78	i	-1	2	11	29	16	-2	-137	-23
Cc1ccc(Oc2coc3cc(O)ccc3c2=O)cc1	-78	i	-3	0	0	3	1	3	-32	-94*
CCC(=O)Nc1cc(C(=O)NCC2CCCN2CC)c(OC)cc1N(C)C (stereo unspecified)	-6	i	2	-1	-1	-7	-8	0	-10	21
O=[N+]([O-])c1ccc(/C=N/Nc2nc3ccccc3o2)cc1	-158	i	2	-2	-2	32	9	7	-186	21

Compound activity (PubChem)
